NTR1 ag: agonists of NTR1, primary screen, imaging, U2OS cells, beta-arrestin-GFP, high content (AID 493036) | P30989 | NTR1-U2OS beta-arrestin-GFP spot imaging, agonist mode | activation, % at 20 µM | 330,000 compounds, 0.17% hits;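 active means activation at or above 40% of the spot to cytoplasm intensity ratio, with at least 20 cells analyzed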;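 further: 0% = DMSO without peptide and 100% = 100 nM NTR1 peptide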
Target sequence (P30989 whole entry, looked up): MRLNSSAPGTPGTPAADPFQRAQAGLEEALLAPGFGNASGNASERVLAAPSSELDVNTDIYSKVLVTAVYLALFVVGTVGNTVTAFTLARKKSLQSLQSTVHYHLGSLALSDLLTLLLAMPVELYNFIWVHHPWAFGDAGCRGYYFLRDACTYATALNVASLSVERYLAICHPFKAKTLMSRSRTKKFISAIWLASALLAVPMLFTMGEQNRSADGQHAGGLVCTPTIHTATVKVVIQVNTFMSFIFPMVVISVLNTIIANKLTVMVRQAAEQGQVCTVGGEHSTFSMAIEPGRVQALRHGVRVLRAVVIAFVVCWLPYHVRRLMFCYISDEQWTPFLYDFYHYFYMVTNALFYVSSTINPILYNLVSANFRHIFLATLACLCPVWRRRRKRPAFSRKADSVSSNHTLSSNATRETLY
KOR beta-arrestin-1: kappa opioid receptor activators – cell-based, luminescence, uHTS, primary screen (AID 1777); KOR beta-arrestin recruitment, luminescence; higher % means a stronger effect; one-dose activation, % at 10 µM; EC50 in µM for titrated hits; 280,000 compounds, 0.02% hits; in the data active means activation above about 50%, passing the limit was not always enough; further: a part of the inactive calls stands beside numbers as strong as those of hits
PhoP inhibition: inhibitors of PhoP regulon expression, primary screen, Salmonella Typhimurium, GFP reporter (AID 1863); S. Typhimurium PhoP-regulated promoter GFP reporter, 4 h; higher % means a stronger effect; one-dose inhibition, % at 50 µM; IC50 in µM for titrated hits; 300,000 compounds, 0.16% hits;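 active means inhibition over 29.93%, a cutoff 3 SD above the screen mean, later confirmed by dose response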;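 further: 0% = low Mg2+ inducing control and 100% = high Mg2+ repressing control; strong numbers were not always called active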
GPR55 antagonists: GPR55 antagonists blocking LPI-driven arrestin recruitment, primary screen, imaging, U2OS, beta-arrestin-GFP, LPI agonist (AID 2013). U2OS GPR55 beta-arrestin-GFP translocation imaging, LPI antagonism; higher % means a stronger effect. inhibition, % at 10 µM, or IC50 in µM where a hit was titrated. 290,000 compounds, 0.13% hits;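 active means spots per cell inhibited over 60%, with over 100 cells counted and total cytoplasm intensity under 500,000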;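 further: U2OS cells stably carrying GPR55 and arrestin-GFP stimulated by 5 µM LPI near EC80; imaged beta-arrestin-GFP aggregate spots per cell after agonist stimulation; plate controls were LPI-stimulated DMSO wells for no effect and DMSO wells without LPI for full effect; some results filed as inactive read as strong as hits; confirmed hits need IC50 under 10 µM and bright autofluorescent wells are also inconclusive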
GPR35 antagonists: inhibition of zaprinast-stimulated GPR35 beta-arrestin translocation – imaging, U2OS, beta-arrestin-GFP, zaprinast agonist, primary screen (AID 2058); inhibition, % at 10 µM; hits with a dose series show IC50 in µM; U2OS GPR35 beta-arrestin-GFP translocation imaging, zaprinast antagonism; higher % means a stronger effect; 290,000 compounds, 0.052% hits;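 active means inhibition of at least 50% with at least 30 cells and total cytoplasm GFP at most 10,000,000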
West Nile virus CPE: inhibition of WNV-induced cytopathic effect – cell-based, CPE readout (AID 1621); CPE inhibition, % at 10 µM; hits with a dose series show IC50 in µM; West Nile virus-infected cells, CPE inhibition; higher % means a stronger effect; 290,000 compounds, 0.02% hits; in the data active means a potency from the dose series; further: strong numbers were not always called active
T cell HTS: T cell immune modulation candidate | 330,000 compounds, 0.068% hits | 2C CD8+ T cell-vesicle binding, flow cytometry; active compounds read low | calls only at 7 µM | AID 2052;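 active means response, share of CD8 T cells binding vesicles, and their 90th percentile fluorescence all below set limits, cut at about 80% in these data, passing the limit was not always enough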
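Read-out – percent CD8+ FL2 mean versus row control · System – murine 2C transgenic CD8+ T lymphocytes · Times – 1.5 h cell–vesicle binding at 37 °C, then 20 min icy labelling · Control set – naked vesicles low, QL9 vesicles with vehicle high · Detection – cytometric PE anti-B7-1 and Alexa647 anti-CD8 signals after 1% paraformaldehyde fixation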
GPR55 activation: GPR55 agonists via beta-arrestin recruitment, primary screen, imaging, U2OS cells, beta-arrestin-GFP redistribution (AID 1961) | 290,000 compounds, 0.048% hits | activation, % at 10 µM, or EC50 in µM where a hit was titrated | U2OS GPR55 beta-arrestin-GFP redistribution imaging; higher % means a stronger effect;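 active means activation above 40% with more than 50 cells counted in the well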;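 further: U2OS osteosarcoma cells stably expressing GPR55 and beta-arrestin-GFP; plate controls were DMSO negative control for no effect and LPI positive control for full effect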
KOR beta-arrestin-2: kappa opioid receptor blockers – cell-based, luminescence, uHTS (AID 1778); KOR beta-arrestin recruitment, luminescence, antagonist mode; higher % means a stronger effect; inhibition, % at 10 µM, or IC50 in µM where a hit was titrated; 290,000 compounds, 0.091% hits; in the data active means inhibition above about 50%; further: strong numbers were not always called active
T cell HTS vesicle-bound %: recorded beside T cell HTS, whose call it bears; double positive events, %; measured here: CD8+ vesicle-bound cell fraction;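 binding gate set so that unloaded-vesicle control wells show 10% double positive cells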
NTR1 ag cell count 20 µM: recorded beside NTR1 ag, whose call it bears; cell count; measured here: cell count, cytotoxicity flag
The depositor's hits bear a star; i = inactive; . = not tested or not shown; [ ] = remark or other dose.

SMILES	NTR1 ag	NTR1 ag cell count 20 µM	KOR beta-arrestin-1	PhoP inhibition	GPR55 antagonists	GPR35 antagonists	West Nile virus CPE	T cell HTS	T cell HTS vesicle-bound %	GPR55 activation	KOR beta-arrestin-2
CCCCOc1c(Cl)cc(CNC(C)(C)CO)cc1OCC	0.5	38	-2.1%	9%	8%	10%	-0.7%	i	29	0.2%	16%
CCOc1cccc2cc(C(N)=O)c(=N)oc12	2.2	82	3.1%	-10%	7%	-2%	0.3%	.	.	-0.1%	12%
COc1ccc(C2CC(c3cccs3)=NN2C(=O)c2ccc(Br)o2)cc1 (stereo unspecified)	6.9	49	-1.1%	17%	-6%	-23%	-1.1%	i	39	-0.2%	.
Cc1ccc(C(=O)Nc2cccc(NC(=O)c3cccs3)c2)c(C)c1	2.8	78	-2.9%	-6%	5%	6%	-0.9%	i	65	-0.1%	14%
COc1ccc(-c2csc3ncnc(N4CCN(c5ccccc5O)CC4)c23)cc1	16	47	0.0%	-3%	0%	8%	0.8%	i	62	0.0%	-3%
CCOC(=O)N1CCC(NC(=O)C2CCCN(C(=O)c3cc4sccc4n3C)C2)CC1 (stereo unspecified)	8.7	55	-1.9%	2%	-9%	-8%	0.0%	i	55	-0.3%	22%
COCCNC(=S)NNC(=O)CSCc1ccc(Cl)cc1Cl	3.3	51	-4.8%	-10%	3%	-6%	-0.4%	i	35	-0.2%	16%
Cc1cc(C(=O)N/N=C2\CCCC(=O)C2)c2ccccc2n1	-0.5	57	-4.5%	1%	3%	-5%	1.4%	i	39	0.5%	-15%
COc1ccc(NC(=O)CSc2nnc(C3CCCCC3)n2-c2ccccc2)cc1	0.9	84	-2.1%	4%	3%	10%	-0.6%	i	29	0.3%	22%
CC(C)[C@@H]1NC(=O)c2cc([N+](=O)[O-])cc(I)c2NCCC[C@@H](C(N)=O)NC(=O)[C@H](CO)NC1=O	-0.7	100	1.8%	2%	10%	-5%	-0.4%	i	35	0.2%	-84%
O=C(NCCCN1CCCC1=O)Nc1ccc(Cl)cc1Cl	-0.5	71	4.4%	5%	-1%	-5%	-0.4%	i	19	0.0%	-6%
N=C1/C(=C\c2ccc(-c3cc(Cl)cc(Cl)c3)o2)C(=O)N=C2SC=C(c3ccccc3)N12	-2.6	85	-2.2%	-5%	4%	-4%	0.9%	i	39	-0.2%	7%
Cc1cc(C)cc(N=c2c([N+](=O)[O-])nn(-c3ccc4c(c3)OCCO4)n2O)c1	3.6	46	-4.6%	4%	-3%	-7%	-0.4%	i	46	0.1%	2%
COc1ccc(S(=O)(=O)N2CCN(c3ccc4nnc(-c5ccc(F)cc5)n4n3)CC2)cc1	12	37	4.2%	1%	9%	-18%	-0.1%	i	24	-0.1%	-28%
CN(c1cccnc1)c1ncnc2[nH]ncc12	1.8	52	-2.4%	-10%	-6%	-3%	-0.1%	i	9	-0.1%	2%
CCOc1cc2c(C#N)c(N3CCCCC3)nc(N)c2c(N)n1	2.7	67	-1.1%	-7%	-12%	1%	-0.4%	i	37	0.2%	-2%
COc1cc(C(=O)NNC(=O)C2CC=CCC2C(=O)O)cc(OC)c1OC (stereo unspecified)	.	.	-3.6%	-14%	2%	-4%	2.1%	i	40	-0.2%	5%
COc1ccc(S(=O)(=O)NCC2CCCN(Cc3cccc(C(C)=O)c3)C2)cc1 (stereo unspecified)	0.7	42	4.9%	-8%	2%	5%	0.9%	i	12	-0.2%	-20%
O=C(O)c1ccc(-n2c(-c3cc(C4CC4)[nH]n3)n[nH]c2=S)cc1	-0.1	65	1.9%	-7%	22%	2%	0.6%	i	40	-0.3%	10%
Cc1cc(OCC(=O)Nc2ccc3oc(=O)ccc3c2)ccc1Cl	-0.7	62	5.7%	-6%	1%	-12%	0.0%	i	42	-0.2%	-49%
Oc1cccc(C2c3[nH]c4ccccc4c3CCN2Cc2cnn(-c3ccccc3)c2)c1 (stereo unspecified)	12	46	.	2%	14%	-7%	0.0%	i	52	-0.1%	-1%[20 µM]
O=C(NCCC1=CCCCC1)C1CCN(S(=O)(=O)N2CCOCC2)CC1	-0.1	68	1.6%	0%	-4%	-4%	0.0%	i	46	-0.2%	-6%
O=C(OCC(=O)N1CCCc2ccccc21)c1cccc(S(=O)(=O)N2CCc3ccccc32)c1	0.1	45	-0.9%	-8%	-2%	6%	-0.6%	i	52	-0.2%	-24%
CCCc1cc(=O)oc2c(C)c(OCC(=O)Nc3cccnc3)ccc12	0.1	54	6.5%	-2%	18%	-2%	-0.6%	i	34	-0.2%	12%
Cc1ccc2cc3cc(C(=O)NCCCN4CCc5ccccc5C4)oc3nc2c1	-1.4	74	-2.8%	7%	-6%	-15%	0.3%	i	53	-0.3%	-3%
Cc1ccc(NC2=C(N3CCOCC3)C(=O)c3ccccc3C2=O)cc1	0.6	59	-1.9%	26%	4%	8%	0.8%	i	10	-0.3%	9%
CC1=C(C#N)C(NC(=O)c2ccco2)(C(F)(F)F)C(=O)N1 (stereo unspecified)	0.4	58	5.2%	-3%	2%	8%	0.5%	i	22	-0.1%	9%
C=C(C)CN(CC)C(=O)COc1ccc(S(=O)(=O)Nc2ccc(OC)cc2)cc1	-3.2	78	-4.8%	26%	6%	6%	-1.5%	i	44	0.0%	-32%
O=C(CN1C(=O)c2ccccc2C1=O)Nc1ccccc1C(F)(F)F	0.7	61	-0.9%	-1%	9%	2%	0.2%	i	44	-0.2%	-3%
O=C1Nc2ccccc2N(O)N1c1ccc(S(=O)(=O)N2CCCCCC2)cc1	-1.2	40	4.7%	3%	8%	-8%	0.9%	i	46	0.0%	16%
CC1=C([N+](=O)[O-])C(c2cccc(Br)c2)C2=C(N1)c1ccccc1C2=O (stereo unspecified)	7.4	79	-1.8%	17%	-2%	-1%	0.3%	i	47	-0.2%	20%
CC1CCN(c2c([N+](=O)[O-])c(=O)n(-c3ccccc3)c3ccccc23)CC1	1.8	52	2.5%	-6%	7%	-7%	-0.2%	i	40	-0.3%	-28%
COc1ccc(CC(NC(C)=O)C(=O)NC2CCN(C(=O)c3cccc(Cl)c3)CC2)cc1OC (stereo unspecified)	-0.5	44	3.5%	.	2%	3%	0.6%	.	.	-0.1%	-31%
CC1CN(C(=S)Nc2ccccc2F)CC(C)O1 (stereo unspecified)	-1.0	76	3.7%	5%	14%	9%	0.0%	i	50	-0.2%	10%
N#C/C(=C\c1ccc(O)c([N+](=O)[O-])c1)C(=O)NCc1ccccc1	-1.1	58	-11%	0%	-4%	-15%	-1.3%	i	15	-0.2%	-24%
CCC(C)(C)n1nnnc1C(c1ccccc1OC)N1CCSCC1 (stereo unspecified)	2.8	40	-0.4%	-7%	17%	15%	-0.4%	i	31	-0.1%	9%
COC(=O)C1=C(C)C(c2ccc(OC)cc2OC)NC(=O)N1 (stereo unspecified)	-0.3	27	5.8%	-1%	-5%	-10%	0.0%	i	16	0.2%	-20%
CC1CCN(c2nc3ccc(C(=O)N4CCN(Cc5ccc6c(c5)OCO6)CC4)cc3s2)CC1	2.0	42	0.9%	9%	2%	9%	.	i	17	0.3%	24%
CC(=O)c1cccc(S(=O)(=O)N2CCCC(c3nc4c(nnn4Cc4ccc(C)cc4)c(=O)[nH]3)C2)c1 (stereo unspecified)	-1.9	33	-4.9%	12%	44%	7%	0.3%	i	9	-0.1%	6%
CC(C)CCN1CCN(Cc2cc(F)ccc2-n2cccn2)CC1CCO (stereo unspecified)	1.1	65	-10%	9%	-12%	14%	-0.5%	i	33	-0.1%	28%[20 µM]
COC(=O)CN1C(=O)N/C(=C/c2cc(Cl)c(OC)c(OC)c2)C1=O	1.8	57	1.7%	-10%	9%	3%	-0.4%	i	50	-0.2%	-27%
COc1ccccc1CN1CC(C(=O)NCCn2nc(C)cc2C)CCC1=O (stereo unspecified)	0.2	53	2.6%	3%	-2%	-4%	0.1%	i	58	0.2%	-34%
COc1ccc2oc(C(=O)OCC(=O)N3CC(C)OC(C)C3)c(C)c2c1 (stereo unspecified)	-0.6	62	-5.5%	1%	21%	-18%	0.6%	i	14	-0.1%	1%
CC(=O)OCC(=O)C1(O)CCC2C3CCC4=CC(=O)C=CC4(C)C3C(O)CC21C (stereo unspecified)	-0.7	49	3.3%	1%	5%	4%	0.3%	i	47	-0.3%	9%
Cc1nccc(-c2cc(-c3ccc(Cl)cc3Cl)no2)n1	-0.5	55	0.6%	-2%	8%	5%	-0.6%	i	23	0.6%	-6%
Cc1c(Cl)cccc1NC(=O)CCCn1cnc([N+](=O)[O-])n1	0.1	48	-2.6%	4%	2%	0%	-1.4%	i	27	-0.8%	26%
COc1ccc2oc(=O)c(-c3cn4ccc(C)cc4n3)cc2c1	0.2	70	.	-2%	0%	7%	-0.2%	i	19	-0.1%	-37%[20 µM]
O=C1CNC(=S)N1CCc1ccc(Cl)cc1	0.4	44	3.2%	5%	18%	8%	0.4%	i	34	0.2%	45%
COc1ccc(/C=C(/C#N)C(=O)Nc2ccccc2C)cc1C(=O)O	0.7	51	3.0%	-12%	15%	-7%	-0.9%	i	48	-0.2%	6%
CCn1c(C)nc2cc(C(=O)N/N=C/c3cccc(OC)c3O)ccc21	0.5	85	-3.6%	-2%	-23%	-20%	-0.7%	i	56	-0.1%	4%[20 µM]
O=C1Nc2cc(C(=O)N3CCOCC3)ccc2S/C1=C\c1ccccc1	2.0	67	1.7%	-2%	16%	-19%	0.8%	i	20	-0.2%	-7%

3 entries already listed, arranged by SMILES length, smallest number first.
SMILES	NTR1 ag	NTR1 ag cell count 20 µM	KOR beta-arrestin-1	PhoP inhibition	GPR55 antagonists	GPR35 antagonists	West Nile virus CPE	T cell HTS	T cell HTS vesicle-bound %	GPR55 activation	KOR beta-arrestin-2
Cc1nccc(-c2cc(-c3ccc(Cl)cc3Cl)no2)n1	-0.5	55	0.6%	-2%	8%	5%	-0.6%	i	23	0.6%	-6%
COc1ccccc1CN1CC(C(=O)NCCn2nc(C)cc2C)CCC1=O (stereo unspecified)	0.2	53	2.6%	3%	-2%	-4%	0.1%	i	58	0.2%	-34%
Cc1c(Cl)cccc1NC(=O)CCCn1cnc([N+](=O)[O-])n1	0.1	48	-2.6%	4%	2%	0%	-1.4%	i	27	-0.8%	26%

Screens (PubChem BioAssay)
